# PERK inh = block of dimerizer-induced PERK translation repression, primary screen, PERK inhibitor project, CHO PERK-DD cells, SEAP luminescence, HTS; Eukaryotic translation initiation factor 2-alpha kinase 3 (Homo sapiens), Q9NZJ5; CHO PERK-DD fusion, SEAP luminescence translation reporter; inhibition, % at 5.6 µM; actives 0.17% (n = 220,000); AID 1416, 2008;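 active = inhibition above the mean inhibition of all tested compounds plus 3 SD, set separately per screening campaign, cut at about 2.9% in these data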;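 note: PERK kinase domain activated by AP20187 dimerizer at 100 nM; 0% = DMSO with dimerizer and 100% = rapamycin at 8.4 µM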
# m-calpain inh = inhibitors of pig calpain II, primary screen, biochemical, fluorogenic peptide substrate, 1536-well. purified calpain II, 30 min. inhibition, % at 16 µM. actives 0.37% (n = 220,000). AID 1236, 2008;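 active = inhibition above about 50%, limit read from the data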
# Cl transport mod = KCC2 cotransporter modulators, thallium flux, primary screen, cell-based, HEK293 KCC2, FluoZin-2 fluorescence, MLSMR; Solute carrier family 12 member 5 (Homo sapiens), Q9H2X9; KCC2 cells, thallium flux FluoZin-2 fluorescence; B-score of Tl+ flux slope (higher = more flux/activation; lower = inhibition) at 10 µM; actives 2.2% (n = 190,000); AID 1456, 2008;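 active = thallium flux slope and its plate-corrected score both differing from the plate sample mean at a set confidence after two filtering rounds, in either direction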;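 note: slope of fluorescence scaled to starting intensity during 10 to 20 s after thallium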
# Rad51 HR inh = human RAD51 strand exchange inhibitors, primary screen, biochemical, fluorescence; DNA repair protein RAD51 homolog 1 (Homo sapiens), Q06609; hRad51 DNA strand exchange, fluorescence dequenching; inhibition, % at 10 µM; actives 0.085% (n = 200,000); AID 1385, 2008;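 active = inhibition above 40% at the single screening dose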;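 note: 0% = DMSO control wells and 100% = blanks with heterologous ssDNA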
# Target sequence (Q06609 whole entry, looked up): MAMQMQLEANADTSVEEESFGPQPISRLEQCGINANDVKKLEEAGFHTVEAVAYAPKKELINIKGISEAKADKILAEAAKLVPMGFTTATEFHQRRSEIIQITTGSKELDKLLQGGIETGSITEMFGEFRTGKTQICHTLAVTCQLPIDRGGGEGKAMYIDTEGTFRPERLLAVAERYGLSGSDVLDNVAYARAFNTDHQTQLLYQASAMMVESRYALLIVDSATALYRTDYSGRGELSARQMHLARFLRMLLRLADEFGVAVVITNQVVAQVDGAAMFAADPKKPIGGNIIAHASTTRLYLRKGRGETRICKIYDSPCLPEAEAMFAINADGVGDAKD
#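 Test system: preformed human Rad51 ssDNA filaments. Compound dosing: single dose, 10 µM final compound. Incubation: filaments 15 min 37 °C, then compound 30 min. Technique: FRET fluorescence dequenching, excitation 485 nm, emission 520 nm. Read-out basis: percent inhibition from fluorescence, normalised to plate control and blank means. Benchmarks: plate controls and plate blanks.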
# An asterisk follows results filed as active; x = no result given.
# Letters: A = PERK inh; B = m-calpain inh; C = Cl transport mod; D = Rad51 HR inh
NC(N)=O
  A = x	B = x	C = x	D = -4.0
CCc1ccc(CCOc2ccc(CC3SC(=O)NC3=O)cc2)nc1 (stereo not given)
  A = x	B = x	C = x	D = -9.5
CCOC(=O)[C@H](CCc1ccccc1)N[C@@H](C)C(=O)N1Cc2ccccc2C[C@H]1C(=O)O
  A = x	B = x	C = x	D = 0.1
Oc1ccc(C2CNCCc3c2cc(O)c(O)c3Cl)cc1 (stereo not given)
  A = x	B = x	C = x	D = 7.1
NC1CCN(c2nc3c(cc2F)c(=O)c(C(=O)O)cn3-c2ccc(F)cc2F)C1 (stereo not given)
  A = x	B = x	C = x	D = 3.2
Cc1ccc(=O)n(-c2ccccc2)c1
  A = x	B = x	C = x	D = -5.5
CC12CCC(=O)C=C1CCC1C2CCC2(C)C1CCC2(O)C(=O)CO (stereo not given)
  A = x	B = x	C = x	D = -7.5
COc1cc2ncnc(Nc3cccc(Cl)c3)c2cc1OC
  A = 1.4	B = -7.6	C = 0.596	D = x

# Looked up above.
# Rad51 HR inh with `NC(N)=O` : -4.0
# Rad51 HR inh with `Cc1ccc(=O)n(-c2ccccc2)c1` : -5.5
# Rad51 HR inh with `CCOC(=O)[C@H](CCc1ccccc1)N[C@@H](C)C(=O)N1Cc2ccccc2C[C@H]1C(=O)O` : 0.1

# Single records (already shown).
# Results for COc1cc2ncnc(Nc3cccc(Cl)c3)c2cc1OC : PERK inh: 1.4; m-calpain inh: -7.6; Cl transport mod: 0.596; Rad51 HR inh: x
# Results for CC12CCC(=O)C=C1CCC1C2CCC2(C)C1CCC2(O)C(=O)CO (stereo not given) : PERK inh: x; m-calpain inh: x; Cl transport mod: x; Rad51 HR inh: -7.5

# Screening results from PubChem BioAssay.

# These rows are one share of the data (hit frequency here may not be typical).
